# Compound activity (PubChem BioAssay)
# MC4R antagonist: MC4R antagonists of cAMP signaling, primary screen, cell-based, TR-FRET, antagonist arm of biased-ligand search | Melanocortin receptor 4 (Homo sapiens), P32245 | MC4R-expressing cells, MTII-stimulated cAMP, LANCE TR-FRET | inhibition, % at 6.5 µM | 360,000 compounds, 0.48% hits;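 active means inhibition above its plate's cutoff, the mean of tested wells on that plate plus 3 SD, cut at about 29% in these data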;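 further: 0% = Melanotan II alone and 100% = Melanotan II plus saturating MCL0020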
#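 System: U2OS-MC4R stable cell line; Technique: Eu-cAMP/anti-cAMP TR-FRET, emission 671 nm; Repeats: single well per compound; Also added: Melanotan II; Dosing: one concentration, 6.5 µM nominal; Schedule: 30-min compound, 1-h challenge, 1-h detection, room temperature.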
# ABCB6 inh 2: ABCB6 transporter inhibitors, primary screen, K562-ABCB6 cells, flow cytometry, MLPCN library. ATP-binding cassette sub-family B member 6 (Homo sapiens), Q9NP58. fluorescence ratio to DMSO, % at 10 µM. K562-ABCB6 porphyrin accumulation, 1 h; active compounds read low. 360,000 compounds, 0.19% hits;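 active means fluorescence ratio to DMSO below 75%, the collection mean minus 3 SD; inconclusive means too few cells collected in the well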;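 further: signal is porphyrin accumulated inside mitochondria; 100% equals median channel fluorescence of DMSO control wells; lower ratio means ABCB6 inhibition with less porphyrin fluorescence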
# Target sequence (Q9NP58 whole entry, looked up): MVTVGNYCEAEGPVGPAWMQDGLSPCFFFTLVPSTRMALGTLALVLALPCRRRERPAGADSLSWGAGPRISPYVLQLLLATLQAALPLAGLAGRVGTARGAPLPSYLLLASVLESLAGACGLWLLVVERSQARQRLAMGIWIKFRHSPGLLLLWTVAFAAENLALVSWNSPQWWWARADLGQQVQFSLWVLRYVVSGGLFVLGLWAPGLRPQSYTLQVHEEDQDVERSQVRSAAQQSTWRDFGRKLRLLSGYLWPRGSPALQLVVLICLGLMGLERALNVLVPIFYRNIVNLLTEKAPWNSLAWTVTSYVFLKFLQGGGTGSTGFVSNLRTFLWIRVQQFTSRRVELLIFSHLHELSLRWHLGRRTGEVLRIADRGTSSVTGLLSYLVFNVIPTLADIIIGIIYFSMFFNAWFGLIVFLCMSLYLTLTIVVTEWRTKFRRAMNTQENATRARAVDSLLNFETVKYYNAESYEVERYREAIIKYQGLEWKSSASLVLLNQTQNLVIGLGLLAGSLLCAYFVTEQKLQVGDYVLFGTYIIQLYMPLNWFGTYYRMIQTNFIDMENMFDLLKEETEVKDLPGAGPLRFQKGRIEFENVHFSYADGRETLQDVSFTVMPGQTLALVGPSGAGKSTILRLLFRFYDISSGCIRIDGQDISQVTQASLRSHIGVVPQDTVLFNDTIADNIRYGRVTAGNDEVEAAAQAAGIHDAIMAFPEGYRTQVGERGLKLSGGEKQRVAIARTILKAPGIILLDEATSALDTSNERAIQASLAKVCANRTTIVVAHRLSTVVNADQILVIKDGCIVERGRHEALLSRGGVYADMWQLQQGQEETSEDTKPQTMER
# aDG glyco up: activators of alpha-DG glycosylation, primary screen, uHTS, Pro5-aDG cells, AlphaScreen; alpha-DG glycosylation AlphaScreen (IIH6); 0% Pro5, 100% B10-LARGE cell signal; activation, % at 10 µM; 360,000 compounds, 0.22% hits;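 active means activation of at least 8% versus controls, or a plate z-score of at least 8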;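 further: Pro5 are CHO cells carrying HIG-tagged alpha-DG that lacks glycosylation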
# CaV13 FRET inh: Primary screen for inhibitors of IQ motif and Ca2+-dependent inactivation inhibitor domain binding in CACNA1D, Förster resonance energy transfer in living cells, …; HEK cells, CFP/YFP FRET ICDI-IQ, plate reader, 10 min; percent FRET-ratio fall versus neutral wells; 340,000 compounds, 0.098% hits; inhibition, % at 12.3 µM; AID 743397;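 active means mean replicate inhibition of at least 30% and at least 1% of replicates passing that level; inconclusive means only one of the two criteria is met; inactive means neither criterion is met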;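 further: 0% = median of the neutral control wells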
# PDI inh: inhibitors of human PDI, primary screen, biochemical, turbidity, single point, plate reader; inhibition, % at 10 µM; Protein disulfide-isomerase (Homo sapiens), P07237; PDI insulin aggregation turbidity, A650, 90 min; 350,000 compounds, 0.052% hits;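 active means mean inhibition across replicates of 30% or more, whatever share of single replicates reach that level; inconclusive means mean inhibition below 30% while every single replicate reaches 30%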;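 further: absorbance from insulin aggregation driven by PDI reduction with DTT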
# Cardio protect: cardioprotection against H2O2-induced cell death, primary screen, uHTS, H9c2 cells, ATPLite luminescence; H9c2 cardiomyocytes, H2O2 injury protection, 2 h; AID 588492, 2011; 360,000 compounds, 0.63% hits; protection from H2O2 cell death, % at 20 µM;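 active means compounds giving at least 50% protection of heart cells from peroxide-induced death in the single-dose screen, raw or plate-pattern-corrected value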;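 further: 0% = DMSO wells with peroxide and 100% = DMSO wells without peroxide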
# HTR2A ag: mouse Htr2a agonists via beta-arrestin recruitment, primary screen, cell-based, luminescence; 5-hydroxytryptamine receptor 2A (Mus musculus), P35363; CHO-K1 mHTR2A beta-arrestin complementation; percent of 30 µM serotonin response; activation, % at 7.6 µM; 360,000 compounds, 0.66% hits;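 active means activation above a run cutoff, the mean activation of all tested compounds plus 3 SD, cut at about 14% in these data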;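 further: 0% = plate median of compound wells and 100% = 30 µM serotonin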
# Vif imaging: HIV Vif self-association inhibitors, primary screen, imaging, HEK293T, single point; HEK293T cells, Vif self-association by quenched fluorescence, 24 h; inhibition, % at 7.49 µM; 340,000 compounds, 0.35% hits; AID 602346, 2012; in the data active means inhibition above about 50%, passing the limit was not always enough; inconclusive means no clear call, values can overlap the other calls; inactive means below about 31%; further: some results filed as inactive read as strong as hits
# MC4R barr agon: MC4R agonists recruiting beta-arrestin, primary screen, cell-based, luminescence, agonist arm of biased-ligand search; 360,000 compounds, 0.98% hits; U2OS MC4R beta-arrestin complementation; percent of melanotan II response, DMSO zero; AID 540308, 2011; activation, % at 8.9 µM;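 active means activation above a per-plate cutoff, the mean activation of sample wells on that plate plus 3 SD, cut at about 8% in these data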
# Glyco luc inh: increase of ERlucT glycosylation luciferase signal, primary screen, N-linked glycosylation inhibitor project, D54 ERlucT cells, luminescence, set 2; D54 ERlucT glycosylation luciferase reporter, 24 h; percent of 100 nM tunicamycin response; reporter increase, % at 12.5 µM; 360,000 compounds, 0.23% hits; AID 588692, 2011;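 active means mean luciferase reporter signal, scaled so untreated is 0 and the glycosylation-blocking control 100, at or above a set limit in every replicate; inconclusive means mean reaches the limit but not every replicate does; inactive means mean below the limit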;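 further: luciferase carries N-glycosylation sites so blocking glycosylation raises the light; 0% = median of neutral control wells and 100% = median of 100 nM tunicamycin wells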
# The depositor's hits bear a star; u = inconclusive; x = no result given.
SMILES,MC4R antagonist,ABCB6 inh 2,aDG glyco up,CaV13 FRET inh,PDI inh,Cardio protect,HTR2A ag,Vif imaging,MC4R barr agon,Glyco luc inh
Cc1cccc(C)c1NS(=O)(=O)c1ccc(OCCNS(C)(=O)=O)cc1,-9,95,0.4,2,-2,2,-3,11,-2.0,-4
O=[N+]([O-])c1ccc(N2CCN(Cc3cccc([N+](=O)[O-])c3)CC2)cc1,19,91,0.4,7,7,-2,0,-23,0.4,3
Cc1cc(NC(=O)CN2C(=O)CCSc3ccccc32)no1,10,99,0.0,0,-1,17,0,-3,-2.1,-1
COc1ccccc1OCCSc1nnnn1-c1ccc(C)cc1,-2,82,0.0,-7,4,-26,-1,-9,0.1,-2
Cc1ccc(CCN2CC(C(=O)NCCCN3CCC(C)CC3)CC2=O)cc1 (stereo not drawn),0,98,-0.2,-6,1,-3,8,-3,-1.2,0
COCCn1c(SCC(=O)N2CCCCCC2)nc2c(c1=O)SCC2,-6,103,0.3,-2,-2,2,0,1,-2.5,2
O=C(Nc1ccc(S(=O)(=O)N2CCOCC2)cc1)C1CCCCC1,4,98,0.0,-5,-11,-7,-4,-6,-0.4,0
CC(C)c1ccc(/C=C2\SC(=O)N(CC(=O)NC3CCS(=O)(=O)C3)C2=O)cc1 (stereo not drawn),8,99,0.0,-2,4,-14,8,-4,-3.2,-6
COc1ccc(Cl)cc1NC(=S)N(Cc1cccnc1)Cc1ccco1,0,95,0.1,-6,13,-4,-1,-7,-1.5,1
Cc1noc(C)c1C(=O)Nc1cc(S(=O)(=O)N2CCCCC2)ccc1N(C)C,-5,99,-0.3,-4,1,1,0,3,-1.8,-1
CC1(C)Cc2c(c(-c3ccco3)nc3sc4c(NCC5CCCO5)ncnc4c23)CO1 (stereo not drawn),-7,100,-0.2,-4,-6,0,2,6,6.2,-3
CCn1cc(C(=O)Nc2ccccc2C(=O)OC)cn1,-7,92,-0.1,2,-4,17,-1,1,-0.3,2
CCOc1ccc(NS(=O)(=O)c2cc(C(=O)NCCCN3CCCC3=O)ccc2C)cc1,6,94,-0.2,-2,-4,-7,5,u,-1.8,-1
COc1ccc(CCNC(=O)COC(=O)Cc2ccccc2[N+](=O)[O-])cc1,9,96,0.0,-3,-15,7,4,-2,-3.4,1
NS(=O)(=O)c1ccc(NC(=O)CSc2ccc3ccccc3n2)cc1,-11,89,0.1,-5,-30,-9,3,24,-1.6,-6
CCOc1ccc(C(=O)COC(=O)c2nc3nccc(C)n3n2)cc1,10,92,0.2,-2,-8,0,-6,0,-1.8,0
CCC(Oc1ccccc1OC)C(=O)N1CC(=O)Nc2ccccc21 (stereo not drawn),9,100,-0.2,-3,-2,-7,0,11,-1.6,-2
COc1cc(C(C)=O)ccc1OCC(=O)Nc1ccc(S(=O)(=O)N2CCCCC2)cc1,4,90,-0.4,-6,-1,18,-2,-7,-0.8,-2
CCOC(=O)N(NC(=O)C(O)(CC(C)C)CC(C)C)c1ccccc1,3,93,0.3,-6,-19,-2,5,-6,0.7,2
CS(=O)(=O)N1CCN(c2ccccc2NC(=O)c2ccco2)CC1,7,101,-0.5,-7,5,7,-1,4,1.6,0

# Quoted at random: 6 entries already listed, in no set order.
SMILES,MC4R antagonist,ABCB6 inh 2,aDG glyco up,CaV13 FRET inh,PDI inh,Cardio protect,HTR2A ag,Vif imaging,MC4R barr agon,Glyco luc inh
CCn1cc(C(=O)Nc2ccccc2C(=O)OC)cn1,-7,92,-0.1,2,-4,17,-1,1,-0.3,2
Cc1cccc(C)c1NS(=O)(=O)c1ccc(OCCNS(C)(=O)=O)cc1,-9,95,0.4,2,-2,2,-3,11,-2.0,-4
CCOC(=O)N(NC(=O)C(O)(CC(C)C)CC(C)C)c1ccccc1,3,93,0.3,-6,-19,-2,5,-6,0.7,2
COc1ccccc1OCCSc1nnnn1-c1ccc(C)cc1,-2,82,0.0,-7,4,-26,-1,-9,0.1,-2
CC1(C)Cc2c(c(-c3ccco3)nc3sc4c(NCC5CCCO5)ncnc4c23)CO1 (stereo not drawn),-7,100,-0.2,-4,-6,0,2,6,6.2,-3
Cc1ccc(CCN2CC(C(=O)NCCCN3CCC(C)CC3)CC2=O)cc1 (stereo not drawn),0,98,-0.2,-6,1,-3,8,-3,-1.2,0

# Remaining list, next part.
SMILES,MC4R antagonist,ABCB6 inh 2,aDG glyco up,CaV13 FRET inh,PDI inh,Cardio protect,HTR2A ag,Vif imaging,MC4R barr agon,Glyco luc inh
CS(=O)(=O)c1ccc(C(=O)NNC(=O)c2ccccc2-n2cccc2)cc1,7,99,-0.1,-3,-1,3,4,3,-2.3,0
Nc1ccnn1Cc1ccncc1,0,97,-0.1,2,-5,8,3,5,-3.2,5
C=CC[n+]1c(-c2ccc(C)cc2)csc1Nc1c(C)n(C)n(-c2ccccc2)c1=O,-6,98,-0.3,-4,-1,-11,4,-1,-2.7,0
Cc1ccc(C)c(C(=O)N(Cc2nc(-c3ccc(Cl)cc3)no2)C(C)C)c1,0,97,0.3,-6,3,-36,-6,x,1.1,-3
Cc1ccc(-c2ccc(C(=O)O)c(C)n2)cc1,8,97,-0.1,-4,0,1,1,4,-4.2,2
CCC(OC(=O)c1ccco1)C(=O)NCc1ccc2c(c1)OCO2 (stereo not drawn),5,101,0.2,-7,4,-6,-2,1,1.2,1
Cc1ccc(C(=O)Cn2c(=N)n(N)c3ccccc32)cc1,-5,99,0.5,-5,13,1,-3,1,-0.2,-8
O=C(CCNC(=O)c1ccccc1Cl)Nc1ccc(S(=O)(=O)N2CCOCC2)cc1,-1,108,0.0,-12,1,2,-9,6,0.4,3
CCCCCCCCOc1ccc(C2OC34CCCCC3C(C#N)(C#N)C2(C#N)C(=N)O4)cc1 (stereo not drawn),7,100,0.0,x,1,-2,10,14,3.4,-2
CC1CCN(S(=O)(=O)c2ccccc2)CC1,1,98,-0.1,-3,-3,-1,-2,-1,0.0,0
COc1cc(C(=O)NNC(=O)C2CCCC2)cc(OC)c1OC,16,97,0.1,-7,0,-2,10,-15,0.3,2
O=C(NN1C(=O)C2C3C=CC(C3)[C@H]2C1=O)c1cccnc1 (stereo partly drawn),9,100,0.1,-5,3,3,0,2,-0.1,-1
CCc1ccc2[nH]c(=O)c(CN(CCN3CCCC3)C(=O)NC3CCCCC3)cc2c1,8,103,0.0,-5,4,-9,0,-1,-0.4,-3
O=C(C[C@H]1C[C@H](C(=O)N2CCOCC2)[C@@]2(CCC3CCCC3)c3[nH]c4cc(-c5ccco5)ccc4c3CCN2C1=O)NCCCn1ccnc1,7,97,-0.2,-6,13,-1,-2,9,-0.9,-2
Nc1cc(Cl)ccc1C(=O)OCC(=O)NCc1cccs1,5,95,0.1,-6,10,-5,-4,2,-2.5,-1
CCOc1ccc(CN2CCN(C/C=C/c3ccc(OC)cc3)CC2CCO)cc1 (stereo not drawn),7,102,0.7,-7,4,2,0,-2,-1.3,-2
CCCCC(=O)Nc1ccc(C(=O)NCCN2CCOCC2)cc1,15,96,0.0,7,4,10,-4,1,0.1,-2
COc1cccc(C(O)c2ncc(-c3cccc(C(F)(F)F)c3)[nH]2)c1 (stereo not drawn),-14,u,0.1,-6,3,-8,-1,x,-2.3,-1
C=C(C)C(=O)N1CC2(CC(c3cccc(NC(=O)CC(c4ccccc4)c4ccccc4)c3)=NO2)C[C@H]1C(N)=O (stereo partly drawn),13,84,0.8,-8,-4,25,12,1,-1.7,-2
Cc1ccc(-c2nnn(CC(=O)Nc3nnc(C(C)C)s3)n2)cc1,6,93,0.6,-4,-1,0,5,0,-0.3,2
O=C(Nc1ccn(Cc2c(F)c(F)c(F)c(F)c2F)n1)c1cccc(Cn2cc([N+](=O)[O-])cn2)c1,-7,95,0.1,-8,-4,1,2,-6,1.0,-7
COc1ccc(Cl)cc1NC(=O)CSc1nncn1-c1cccnc1,-9,95,-0.3,-6,-4,21,-1,x,2.0,x
Cc1cc(C)nc(CCNC(=O)CC2C(=O)NCCN2Cc2ccccc2)n1 (stereo not drawn),16,102,0.8,-4,0,3,4,3,-1.2,-1
Cc1ccc(CNC(=O)CSc2nnc3n2CCCCC3)cc1,11,105,0.0,-6,-5,3,-4,7,-1.2,0
CCc1cc(C(=O)N2CCN(c3ncccn3)CC2)sc1C,23,93,-0.1,-7,-1,-10,-5,22,1.1,5
COc1ccc(N2CCN(C(=O)COC(=O)/C=C/c3ccc(OC(F)F)cc3)CC2)cc1,7,89,0.1,-6,1,-2,0,1,1.5,2
Cc1ccc(-c2csc(NC(=O)C3=NN(C4CCS(=O)(=O)C4)C(=O)CC3)n2)cc1 (stereo not drawn),1,95,-0.1,-7,7,1,1,-4,-1.2,3
COc1ccc(-c2cc(C(F)(F)F)n3ncc(C(=O)O)c3n2)cc1OC,11,95,-0.1,-5,-2,3,0,3,-0.9,3
Cc1cccc(C)c1-n1nnnc1C1(C)CCC(=O)N1CCCN1CCOCC1 (stereo not drawn),x,101,-0.1,-8,x,x,-1,x,x,x
CSc1ccccc1NC(=O)Cc1ccccc1,2,98,1.9,x,0,5,6,6,-2.2,-1
O=C(Nc1ccccc1OC(F)F)c1cccc(S(=O)(=O)N2CCCC2)c1,1,98,-0.2,-13,13,0,4,2,-0.9,-1
OC(c1cccc(F)c1)c1ncc(-c2ccc(Oc3ccccc3)cc2)[nH]1 (stereo not drawn),17,94,0.2,-9,-1,-24,-7,-7,10*,-6

# In the list so far, 2 have a COOH group.
SMILES,MC4R antagonist,ABCB6 inh 2,aDG glyco up,CaV13 FRET inh,PDI inh,Cardio protect,HTR2A ag,Vif imaging,MC4R barr agon,Glyco luc inh
Cc1ccc(-c2ccc(C(=O)O)c(C)n2)cc1,8,97,-0.1,-4,0,1,1,4,-4.2,2
COc1ccc(-c2cc(C(F)(F)F)n3ncc(C(=O)O)c3n2)cc1OC,11,95,-0.1,-5,-2,3,0,3,-0.9,3
